A549 tox: Nrf2 qHTS screen for inhibitors: counterscreen for cytotoxicity | Potency, µM (doses to about 46 µM), inactives show at the top dose activity change, negative = cytotoxicity, usual class: inhibitors | A549 ARE-Fluc cells, CellTiter-Fluor viability, 18-24 h | actives 0.16% (n = 390,000); note: potency is the fitted concentration of half-maximal effect; % is set by controls: 0 for no effect and ±100 for the full control effect
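Cytotoxicity counterscreen: CellTiter-Fluor fluorescence was measured in A549 ARE_Fluc cells after 18-24 h of compound exposure in a concentration series. The subsequent BugLite luminescent read reports ARE-luciferase activity.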
HepG2 viability: qHTS for Inhibitors of TGF-b: Cytotox Counterscreen; HepG2 CAGA-GFP viability, ATP luminescence, 18 h; Potency, µM (series often up to 46.1 µM), inactives show at the top dose activity change, negative = cytotoxicity, actives largely listed as cytotoxic; actives 0.76% (n = 410,000); AID 588856, 2011; note: potency is the fitted concentration of half-maximal effect; some results filed as inactive show a strong effect at the top dose
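CellTiter-Glo luminescence gave cytotoxicity after 18 hours at 37 degrees C. The cells were HepG2 CAGA-GFP in 1% FBS DMEM, stimulated with 500 pg/mL TGF-beta after compound addition. %Activity was normalised to no-cell wells (complete cell-killing) and DMSO (no toxicity), and curves were fitted and classified.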
MmCpn inh: Inhibitors of TCP-1 ring complex (TRiC) of Methanococcus maripaludis (MmCpn): qHTS | Chaperonin Mm-Cpn (Methanococcus maripaludis) | purified Mm-Cpn ATPase, ADP Transcreener TR-FRET | Potency, µM (titrated, usually from 76.9 µM), inactives show top-dose activity, negative = inhibition, hits mostly inhibitors | actives 0.031% (n = 330,000) | AID 504842, 2011; note: potency is the fitted concentration of half-maximal effect; % is set by controls: 0 for no effect and ±100 for the full control effect; nearly all actives have a fitted effect of over 80% in size
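Measured: ADP formation by purified Mm-CPN. Conditions: 25 nM protein, 10 uM ATP, Tris pH 7.4 with Mg2+, K+ and DTT, 37°C for 30 min. Detection: Transcreener HTRF after 30 min at room temperature.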
TGFb SMAD3 inh: qHTS for Inhibitors of TGF-b; Potency, µM (top dose mostly 46.1 µM), for the others: top-dose activity, negative = inhibition, most hits filed as inhibitors; actives 1.2% (n = 410,000); HepG2 CAGA-GFP TGF-b/SMAD3 reporter, GFP fluorescence, 18 h; TGF-beta stimulated, 500 pg/mL final; note: potency is the fitted concentration of half-maximal effect; % is set by controls: 0 for no effect and ±100 for the full control effect; nearly all actives have a fitted effect of over 65% in size
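Smad-responsive CAGA-GFP expression was quantified in HEPG2 cells exposed to compounds and 500 pg/mL final TGF-beta for 18 h at 37 degrees C; unstimulated wells defined full inhibition.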
ATXN viability: Viability Counterscreen for Primary qHTS for Inhibitors of ATXN expression; S2 cells (HEK-293 line with an ATXN2-luciferase reporter) viability, CellTiter-Fluor protease fluorescence, 24 h; Potency, µM (series often up to 56.7 µM), hits mostly cytotoxic; actives 0.49% (n = 400,000); AID 651635, 2014; note: potency is the fitted concentration of half-maximal effect; nearly all actives have a fitted effect of over 40% in size
Nrf2 ARE act: qHTS of Nrf2 Activators; AREc32 ARE-luciferase reporter (MCF7-derived line), luminescence, 24 h; Potency, µM (top dose mostly 46.1 µM), for inactives: top-dose activation, actives largely listed as activators; actives 0.31% (n = 410,000); note: potency is the fitted concentration of half-maximal effect; % of control where 0% means no effect; nearly all actives have a fitted effect of over 65% in size
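Reporter line AREc32 (ARE-Fluc), seeded overnight in OPTI-MEM with 5% FBS; compound pin-transferred, 24 hr at 37 deg C, 5% CO2; luminescent read-out.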
Nrf2 inh: Nrf2 qHTS screen for inhibitors; A549 ARE-Fluc reporter, luciferase luminescence, 18-24 h; Potency, µM (highest dose often 46 µM), without a hit: at the top dose activity change, negative = inhibition, hits mostly inhibitors; actives 2.1% (n = 360,000); AID 504444, 2011; note: potency is the fitted concentration of half-maximal effect; % is set by controls: 0 for no effect and ±100 for the full control effect; nearly all actives have a fitted effect of over 60% in size
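Reporter: ARE-Fluc in A549. Exposure: 18-24 h, 37 °C, 5% CO2, 5% FBS OPTI-MEM. Readouts: fluorescent cytotoxicity (CellTiter-Fluor), then luminescent Nrf2 signal after BugLite.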
pAkt inh: HTS Assay for Inhibitors of Akt Phophorylation: Primary Screen; AID 651550, 2012; actives 0.32% (n = 360,000); Neuro2A IGF-stimulated pAkt S473 HTRF, 20 min; hits give low values; activity change, % for hits at 50 µM; in the data active = activity change below about -80%; inconclusive = mostly about -51% to -80%; note: % is set by controls: 0 for no effect and ±100 for the full control effect
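Neuro2A cells in DMEM with 0.5% FBS, overnight at 37 deg C, given compound at single 50 µM final, then IGF (6 nM final) for 20 min at 37 deg C. Lysed; phospho-Akt Ser473 by HTRF after 24 h, 665/615 ratio.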
CCT modulator: High-Throughput Screening for Modulators of Cytosolic Chaperonin Activity | purified chaperonin ATPase assay, HTRF ADP detection, 30 min | actives 0.3% (n = 360,000) | AID 651819, 2012 | activity change, % (test concentration not listed), hits read low; in the data active = activity change below about -30%; note: % is set by controls: 0 for no effect and ±100 for the full control effect
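TRiC at 40 or 20 nM final (batch-dependent) in 30 mM Tris pH 7.4, 100 mM KCl, 5 mM MgCl2, 1 mM DTT, with compound at single 76 uM and 10 uM ATP, 30 min at 37 deg C. ADP detected by HTRF Transcreener, 665/615 ratio.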
Numbers without * were called inactive; i = inactive; ? = inconclusive; . = no result given; [ ] = dose if it differs, or a comment. Unless noted, calls come from the whole dose curve; as a rule, active = well fitted curve in the direction sought with a large enough effect; inconclusive = small, poorly fitted or top-dose-only effect, or another doubt; inactive = no such curve, though single readings can be large; an effect the other way counts as inactive or inconclusive.

entry | structure | ATXN viability | CCT modulator | MmCpn inh | Nrf2 ARE act | TGFb SMAD3 inh | Nrf2 inh | HepG2 viability | A549 tox | pAkt inh
1 | O=S(=O)(c1ccccc1)c1nnn2c1nc(NC1CCN(Cc3ccccc3)CC1)c1cc(Cl)ccc12 | i | -0.1 | -1% | -0.8% | 1% | 6.5µM* | -17% | ? | i
2 | CCCCOc1ccccc1-c1cc(C(=O)O)[nH]n1 | i | 1.7 | 1% | -0.4% | 0% | . | 1% | -6% | i
3 | CCOC(=O)C(Cc1c[nH]c2ccccc12)NC(=O)COc1ccc(CC)cc1 (stereo unspecified) | . | . | . | 5.9% | ? | -12% | -74% | 4% | .
4 | CN1CCN(C(=S)Nc2cc(S(=O)(=O)N3CCOCC3)ccc2Cl)CC1 | i | -3.4 | 1% | 0.1% | 8% | -19% | -4% | 2% | i
5 | COc1ccc(C(=O)NCC(=O)N/N=C/C(C)=C/c2ccco2)cc1OC | i | 0.0 | 3% | ? | 8% | -5% | -1% | 1% | i
6 | CNC(=O)c1cccn1-c1ccsc1C(=O)OC | ? | 1.6 | 1% | 1.9% | 40%[activator] | ? | 14% | -2% | i
7 | O=C(OCc1ccccc1)c1cccc(-c2nnn(Cc3ccccc3)n2)c1 | i | 0.3 | 0% | 0.4% | 12% | ? | -1% | 1% | i
8 | O=C(c1cc2ccccn2n1)N1CCN(c2ccccn2)CC1 | i | 1.1 | -1% | 0.1% | -13% | 4% | -26% | -3% | i
9 | Cc1ccc(-c2nc(N)sc2CC(=O)OCC(=O)NCCC(C)C)cc1 | i | 2.1 | 0% | -0.3%[9.22 µM] | -13% | ? | -6% | 1% | i
10 | Cn1c(SCc2ccc(Br)cc2)nnc1-c1ccncc1 | i | -0.3 | 2% | -0.3% | 0% | ? | 6% | 3% | i
11 | COc1ccc(-c2nn3c(=O)cc(CN4CCN(C(=O)c5ccc(C(C)(C)C)cc5)CC4)nc3s2)cc1 | i | . | . | 1.3% | -7% | . | -4% | -5% | .
12 | COc1ccc2c(c1)C(c1ccc([N+](=O)[O-])cc1)=NNC(c1ccco1)=N2 | i | 0.0 | 1% | 4.1% | -2% | ? | -5% | -12% | i
13 | C[C@@H]1CN([C@@H](C)CO)C(=O)CCCn2nncc2CO[C@H]1CN(C)Cc1ccc(-c2ccccc2)cc1 | . | -2.0 | . | 0.4% | ? | . | -45% | . | i
14 | O=C(COC(=O)c1ccccc1NC(=O)c1ccccc1)c1ccc([N+](=O)[O-])cc1 | i | -0.8 | -1% | -0.1% | -17% | 0% | -3% | -7% | i
15 | c1ccc2cc(CN3CCOCC3)ccc2c1 | i | -2.1 | . | -0.7% | 2% | 2% | -2% | 7% | i
16 | CC(=O)Nc1ccc(S(=O)(=O)N(Cc2ccccc2)c2ccccc2F)cc1 | i | -1.3 | -4% | 0.2% | 2% | 2% | -15% | 1% | i
17 | CCOc1cc(C(=O)N2CCOCC2)ccc1OCc1ccccc1 | i | -0.6 | 1% | -0.3% | -7% | 11% | -2% | 9% | i
18 | CC(=O)N(C)N1c2ccccc2CCc2ccccc21 | i | -0.2 | 0% | 0.6% | ? | ? | -19% | -10% | i
19 | O=C(Cc1nc2ccccc2[nH]1)c1ccc(Cl)cc1 | . | 2.3 | -2% | 5.3% | 4% | 4% | -19% | 1% | i
20 | COc1ccc(-c2cnnc(N/N=C/c3ccc(O)c(O)c3)n2)cc1 | i | -1.3 | -2% | 6.5% | -20% | 16% | -31% | -10% | i
21 | CCOC(=O)Cc1ccc(Nc2nc(NC)nc3ccsc23)cc1 | ? | -2.1 | . | 6.5% | 6% | . | 0% | . | i
22 | Cc1cc(Br)cn2c(Cc3cccc(F)c3)c(-c3cccc(Br)c3)nc12 | ? | -0.9 | . | 8.8% | ? | . | -61% | . | i
23 | COc1ccc(OC)c(S(=O)(=O)Nc2ccccc2C(=O)N2CCCCC2)c1 | i | 0.4 | -2% | -0.7% | 11% | 10% | -4% | 1% | i
24 | Cc1ccc(NC(=O)c2oc3ccccc3c2NC(=O)c2cc3ccccc3o2)cc1 | i | . | . | 1.5% | -22% | 2% | -22% | 6% | .
25 | Cc1cc(C)cc(NC(=O)Nc2ccccc2N2CCCCC2)c1 | . | -0.5 | 0% | 0.6% | -24% | -10% | 0% | 3% | i
26 | CC1CCCN(S(=O)(=O)c2ccc3c(c2)c(=O)nc2ccc(Cl)cn23)C1 (stereo unspecified) | i | 0.3 | -3% | 0.0% | 11% | 15% | -7% | 15% | i
27 | O=c1c2cc(Br)ccc2nc(-c2cccc(C(F)(F)F)c2)n1O | ? | 0.3 | -3% | 0.2% | ? | ? | 14µM* | -17% | i
28 | CCOC(=O)c1c(NC(=O)CSC(=S)N(C)C)sc(C)c1C | i | 0.4 | 1% | 4.6% | -7% | -4% | -15% | -6% | i
29 | Cn1c(=O)oc2cc(S(=O)(=O)NCc3ccco3)ccc21 | i | -4.6 | -1% | 0.5% | -1% | 0% | 6% | 4% | i
30 | O=S(=O)(/N=C(/Nc1ccccc1)C(F)(F)F)c1ccccc1 | i | -2.0 | 2% | -1.1% | -3% | 2% | 1% | -2% | i
31 | O=C(COC(=O)C1CCN(S(=O)(=O)c2ccccc2)CC1)NCCc1ccccc1 | ? | 3.1 | -1% | 0.1% | -3% | 2% | 3% | -1% | i
32 | CSc1ccccc1C(=O)NC1CCCN(c2ccc(C(F)(F)F)cn2)C1 (stereo unspecified) | i | -0.5 | -2% | -0.1% | 0% | -25% | -11% | 9% | i
33 | COc1ccccc1CN(C)C(=O)c1cccc(S(=O)(=O)N2CCN(Cc3ccccc3)CC2)c1 | i | -2.2 | 0% | 2.2% | ? | -12% | 7% | -1% | i
34 | Cc1ccccc1-n1c(=O)/c(=C\c2ccco2)s/c1=C(/C#N)C(=O)Nc1ccccc1 | i | -2.2 | 2% | 0.3% | 2% | 11% | -11% | -4% | i
35 | CC(OC(=O)CCSc1ccccc1)C(=O)Nc1ccc(S(N)(=O)=O)cc1 (stereo unspecified) | i | -2.1 | 1% | -0.9% | -2% | -3% | -9% | 0% | i
36 | CCOC(=O)c1c(C)[nH]c(C)c1S(=O)(=O)N(C)CC(=O)Nc1cc(C)ccc1OC | i | 1.8 | 4% | -0.4% | 12% | -1% | -1% | -1% | i

A different layout for 3 compounds above:
[31] O=C(COC(=O)C1CCN(S(=O)(=O)c2ccccc2)CC1)NCCc1ccccc1
  ATXN viability: ?	CCT modulator: 3.1	MmCpn inh: -1%	Nrf2 ARE act: 0.1%	TGFb SMAD3 inh: -3%	Nrf2 inh: 2%	HepG2 viability: 3%	A549 tox: -1%	pAkt inh: i
[29] Cn1c(=O)oc2cc(S(=O)(=O)NCc3ccco3)ccc21
  ATXN viability: i	CCT modulator: -4.6	MmCpn inh: -1%	Nrf2 ARE act: 0.5%	TGFb SMAD3 inh: -1%	Nrf2 inh: 0%	HepG2 viability: 6%	A549 tox: 4%	pAkt inh: i
[28] CCOC(=O)c1c(NC(=O)CSC(=S)N(C)C)sc(C)c1C
  ATXN viability: i	CCT modulator: 0.4	MmCpn inh: 1%	Nrf2 ARE act: 4.6%	TGFb SMAD3 inh: -7%	Nrf2 inh: -4%	HepG2 viability: -15%	A549 tox: -6%	pAkt inh: i

More records follow:
entry | structure | ATXN viability | CCT modulator | MmCpn inh | Nrf2 ARE act | TGFb SMAD3 inh | Nrf2 inh | HepG2 viability | A549 tox | pAkt inh
37 | Cc1ccc(S(=O)(=O)N2CCCCC2C(=O)Nc2ccc(N(C)C)cc2)cc1 (stereo unspecified) | i | -2.5 | 0% | 3.6% | -17% | -14% | -4% | -4% | i
38 | CC(C)N(C(=O)CSc1nc2ccccc2n1Cc1ccccc1)C(C)C | i | -5.6 | 0% | -0.9% | 3% | -13% | -2% | -11% | i
39 | COCCCn1c(=N)c(C(=O)NCc2cccnc2)cc2c(=O)n3cccc(C)c3nc21 | . | . | . | 12% | . | 10% | -14% | ? | .
40 | COc1cccc(C(=O)Nc2cc3c(cc2C(=O)c2ccc(C)cc2)OCCO3)c1 | i | . | . | -1.6% | 31%[activator] | 0% | 14% | 0% | .
41 | CCOCCCn1c(=O)c(NC(=O)c2ccc(OCC)cc2)c2n(c1=S)CCCCC2 | i | -0.7 | 0% | -0.5% | -5% | 4% | 1% | 14% | i
42 | CCCCOc1ccc(C(=O)NCC(=O)NCc2ccccn2)cc1 | i | 1.6 | 1% | 1.8% | -2% | 3% | 6% | 2% | i
43 | CCN1CCCC1CNC(=O)CS(=O)(=O)Cc1nc(-c2ccccc2C)oc1C (stereo unspecified) | i | -2.1 | 5% | 0.7% | 13% | 3% | -21% | 4% | i
44 | Cc1cnc(C(=O)NC2CC(C)(C)Cc3c2cnn3-c2ccccc2)cn1 (stereo unspecified) | i | -3.2 | -2% | -0.3% | -5% | -12% | -10% | -6% | i
45 | CCn1nc(C)c(CN2CCC(C(=O)Nc3cccc(-c4cccc(Cl)c4)c3)CC2)c1C | ? | 0.4 | -2% | -0.3% | ? | ? | 4% | 0% | i

Two of the compounds above, in transposed form.
35	CC(OC(=O)CCSc1ccccc1)C(=O)Nc1ccc(S(N)(=O)=O)cc1 (stereo unspecified)
12	COc1ccc2c(c1)C(c1ccc([N+](=O)[O-])cc1)=NNC(c1ccco1)=N2

Compound	35	12
ATXN viability	i	i
CCT modulator	-2.1	0.0
MmCpn inh	1%	1%
Nrf2 ARE act	-0.9%	4.1%
TGFb SMAD3 inh	-2%	-2%
Nrf2 inh	-3%	?
HepG2 viability	-9%	-5%
A549 tox	0%	-12%
pAkt inh	i	i

Screening results deposited in PubChem by National Center for Advancing Translational Sciences (NCATS).
